Screening results (PubChem BioAssay)
D2 antag – HTS Assay for Allosteric Antagonists of the Human D2 Dopamine Receptor: Primary Screen for Antagonists; D(2) dopamine receptor (Homo sapiens), P14416; HEK293 TREx D2 cells, calcium flux, dopamine EC80; inhibition, % at 10 µM; actives 2% (n = 340,000); AID 485344, 2010; in the data active = inhibition above about 30%; note: 0% is about no effect
Target sequence (P14416 whole entry, looked up): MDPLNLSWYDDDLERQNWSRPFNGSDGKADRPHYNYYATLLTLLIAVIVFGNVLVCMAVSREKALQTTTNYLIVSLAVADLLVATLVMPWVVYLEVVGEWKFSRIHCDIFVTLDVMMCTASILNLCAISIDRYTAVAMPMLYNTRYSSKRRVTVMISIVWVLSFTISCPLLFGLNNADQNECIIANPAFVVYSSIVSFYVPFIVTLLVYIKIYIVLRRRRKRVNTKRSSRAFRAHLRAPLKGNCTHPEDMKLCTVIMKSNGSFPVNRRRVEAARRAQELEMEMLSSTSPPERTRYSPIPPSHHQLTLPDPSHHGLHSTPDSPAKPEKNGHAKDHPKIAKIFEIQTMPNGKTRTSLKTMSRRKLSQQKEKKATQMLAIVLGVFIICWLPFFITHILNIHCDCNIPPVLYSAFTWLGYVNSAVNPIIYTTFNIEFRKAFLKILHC
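In this primary screen, negative modulation is detected by tracking calcium flux after an EC80 dopamine challenge in inducible HEK293 T-REx D2 cells preexposed to test compound for 180 s.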
USP1 inh – Inhibitors of USP1/UAF1: Primary Screen | actives 0.23% (n = 390,000) | Ubiquitin carboxyl-terminal hydrolase 1 (Homo sapiens), O94782 | AID 743255, 2014 | Potency, µM (series often up to 57.1 µM), for inactives: at the top dose activity change, negative = inhibition, usual class: inhibitors | recombinant USP1/UAF1, Ub-Rhodamine cleavage fluorescence; note: potency is the fitted concentration of half-maximal effect; % is set by controls: 0 for no effect and ±100 for the full control effect; nearly all actives have a fitted effect of over 60% in size; inactives centre near -12
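USP1/UAF1 complex at 1 nM was preincubated with compound for 15 min at room temperature, then Ub-Rho substrate (150nM final) was added. Fluorescence (480/540 nm) was read kinetically, 6 reads every 60 seconds.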
TRHR PAM – qHTS for Small Molecule Agonists and Allosteric Enhancers of Human TRH Receptor: Primary Screen for Enhancers; Thyrotropin-releasing hormone receptor (Homo sapiens), P34981; actives 0.66% (n = 360,000); TRHR cells, fluo-8 calcium fluorescence, EC20 TRH enhancement; AID 493056, 2011; enhancement, % at 2 µM; in the data active = enhancement above about 30%; note: 0% is about no effect
Target sequence (P34981 whole entry, looked up): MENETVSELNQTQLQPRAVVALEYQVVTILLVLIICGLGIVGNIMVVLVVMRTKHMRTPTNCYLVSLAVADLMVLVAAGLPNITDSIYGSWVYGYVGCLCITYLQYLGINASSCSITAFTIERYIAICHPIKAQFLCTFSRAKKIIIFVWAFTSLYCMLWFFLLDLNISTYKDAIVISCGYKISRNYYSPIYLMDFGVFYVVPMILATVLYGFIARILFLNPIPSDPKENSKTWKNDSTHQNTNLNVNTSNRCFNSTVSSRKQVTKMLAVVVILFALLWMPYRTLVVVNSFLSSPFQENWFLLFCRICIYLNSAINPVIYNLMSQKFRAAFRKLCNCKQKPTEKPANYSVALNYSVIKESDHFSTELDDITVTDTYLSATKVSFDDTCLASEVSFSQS
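TRHR-expressing cells loaded with fluo-8 calcium dye were read kinetically (ex 480/em 530) during compound addition, then stimulated with an EC20 of TRH (10 nM final). Enhancement of the Gq-mediated intracellular calcium response was scored.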
D2 ag – HTS Assay for Allosteric Agonists of the Human D2 Dopamine Receptor: Primary Screen for Agonists; D(2) dopamine receptor (Homo sapiens), P14416; HEK293 T-REx D2 cells, calcium flux agonist mode; activation, % at 2 µM; actives 0.53% (n = 340,000);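 active = activation over 3 SD above normal in the single-dose calcium agonist read, cut at about 30% in these data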; note: 0% is about no effect
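Tetracycline-induced HEK293 Trex cells with D2 receptor force-coupled to calcium signaling, plated overnight at 30 C and loaded with no-wash calcium dye. Calcium flux read kinetically for 180 s after compound addition; responses flag agonists.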
TrxR1 inh – qHTS Assay for Inhibitors of Mammalian Selenoprotein Thioredoxin Reductase 1 (TrxR1): qHTS | Thioredoxin reductase 1, cytoplasmic (Rattus norvegicus), O89049 | recombinant rTrxR1, NADPH fluorescence consumption, selenite substrate | Potency, µM (top dose mostly 114 µM), for inactives: at the top dose activity change, negative = inhibition, hits mostly inhibitors | actives 1% (n = 390,000); note: potency is the fitted concentration of half-maximal effect; % is set by controls: 0 for no effect and ±100 for the full control effect; nearly all actives have a fitted effect of over 65% in size
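Rat TrxR1 (90 nM in the dispensed reagent) was pre-reduced with 400 uM NADPH for 5 min at room temperature, then incubated with compound for 15 min. After 400 uM selenite was added, NADPH fluorescence (Ex 340/Em 450 nm) was followed for 8 min.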
TRHR agonist – qHTS for Small Molecule Agonists and Allosteric Enhancers of Human TRH Receptor: Primary Screen for Agonists; Thyrotropin-releasing hormone receptor (Homo sapiens), P34981; TRHR cells, calcium flux fluo-8, FDSS agonist mode; activation, % at 2 µM; actives 0.18% (n = 360,000); in the data active = activation above about 30%; note: 0% is about no effect
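TRHR-expressing cells, plated overnight in medium with 10% serum, were loaded with fluo-8 calcium dye at room temperature. After a 10 s baseline, library compound was pin-added and calcium release was recorded kinetically (ex 480/em 530) as agonist response.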
PI4K2A block – qHTS for small molecular inhibitors of PI4K2A. purified PI4K2A, ADP-Glo luminescence, 1 h; stronger effect = lower value. AID 1346378, 2018. Phosphatidylinositol 4-kinase type 2-alpha (Homo sapiens), Q9BTU6. actives 0.13% (n = 420,000). activity change, negative = inhibition, % at 76.9 µM; in the data active = activity change below about -50%; inconclusive = mostly about -30% to -49%;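 note: -100% = wells without enzyme as full effect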
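PI4K2A activity was measured by ADP-Glo luminescence: enzyme (4 ug/mL stock) and phosphatidylinositol (1.2 mM stock) in Tris pH 7.5/MgCl2/EGTA/Triton X-100 buffer were reacted with ATP (300 microM stock) for one hour at ambient temperature.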
IDH1 R132H inh – qHTS for Inhibitors of mutant isocitrate dehydrogenase 1 (IDH1): qHTS | actives 0.093% (n = 390,000) | Potency, µM (series often up to 76.6 µM), inactives show at the highest dose activity change, negative = inhibition, usual class: inhibitors | Isocitrate dehydrogenase [NADP] cytoplasmic (Homo sapiens), O75874 | IDH1-R132H enzyme, NADPH consumption, diaphorase/resazurin fluorescence; note: potency is the fitted concentration of half-maximal effect; % is set by controls: 0 for no effect and ±100 for the full control effect; nearly all actives have a fitted effect of over 65% in size
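IDH1-R132H (0.5 ug/mL) preincubated 30 min with compound, then NADPH (0.016 mM) and alpha-KG (2 mM) added; 80 min at RT, pH 7.5. Remaining NADPH coupled via diaphorase/resazurin to fluorescence (540/590 nm); concentration-response curves normalized to no-enzyme control.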
TrxR1 substrate – qHTS Assay for Substrates of Mammalian Selenoprotein Thioredoxin Reductase 1 (TrxR1): qHTS; purified TrxR1 substrate turnover, NADPH consumption readout; actives 0.01% (n = 390,000); Potency, µM (series often up to 114 µM), for the others: top-dose activity change, negative = substrate turnover; Thioredoxin reductase 1, cytoplasmic (Rattus norvegicus), O89049; note: potency is the fitted concentration of half-maximal effect; % is set by controls: 0 for no effect and ±100 for the full control effect; nearly all actives have a fitted effect of over 50% in size
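Rat TrxR1, dispensed at 90 nM, was prereduced with 400 uM NADPH (final) for 5 min at ~22 deg C, then incubated with compound 15 min before 400 uM selenite. A first-read NADPH fluorescence drop versus no-compound background flagged substrates.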
An asterisk follows results filed as active; ? = inconclusive; / = not tested or not shown; & = joins results of further samples; [ ] = another dose, or the depositor's remark. Unless noted, calls come from the whole dose curve; as a rule, active = well fitted inhibition curve with a large enough effect; inconclusive = small, poorly fitted or top-dose-only effect; inactive = no such curve, though single readings can be large or run the other way.

SMILES | D2 antag | USP1 inh | TRHR PAM | D2 ag | TrxR1 inh | TRHR agonist | PI4K2A block | IDH1 R132H inh | TrxR1 substrate
O=c1oc2cc(O)ccc2cc1-c1nnc(Nc2ccccc2F)s1 | / | 143%[activator] | 39* | / | 5% | 187* | 1 | / | 0%
Cc1ccc(NS(=O)(=O)c2c(C(=O)N3CCCCCC3)c(C)n(C)c2C)c(C)c1 | -13 | -12% | -6 | 1.1 | 18% | -0.9 | 4 | 7% | 0%
Cc1ccc(C(=O)N(CN2CCCC2=O)c2ccc(F)cc2)cc1C | 25 | ? | 2 | 2.0 | 21% | 0.0 | -1 | 2% | 2%
O=C(Nc1cccc(-n2cccn2)c1)C1CCCN(Cc2cccc(F)c2F)C1 (centres undefined) | -6 | -18% | -2 | 0.9 | 1% | 0.6 | 2 | 3% | -7%
CCCCc1cc2c(cn1)=C(OC(=O)c1cnc3ccccc3n1)C(C)(OC(=O)CC)C(=O)C=2 (centres undefined) | 15 | ? | 23 | 0.2 | -14% | 0.2 | -7 | 5%[38.3 µM] | -2%
O=C(CS(=O)(=O)c1c[nH]c2ccccc12)Nc1ccc2c(c1)OCCO2 | 5 | -11% | 1 | 0.1 | -19% | 0.0 | 1 | 6% | 5%
Cc1ccc(C(=O)C2CCN(CC(=O)NC3CCCCC3)CC2)cc1 | / | -5% | 5 | / | 5% | -0.7 | 5 | -1% | 8%
COc1ccc(O)c(-c2cn[nH]c2-c2cccs2)c1 | 3 | -13% | -1 | -0.2 | 9%[57.1 µM] | -0.8 | 2 | 12% | -6%[57.1 µM]
NS(=O)(=O)c1ccc(CCNc2ncnc3sccc23)cc1 | -15 | -7% | 3 | 0.7 | 3% | 0.5 | -5 | 4% | -2%
NCCCNCCCCNCCCN | / | ? | / | / | 20%[57.1 µM] | / | 0&-2 | -4% | 11%[57.1 µM]
CCN(CC(=O)Nc1ccccc1OC)C(=O)COc1ccc(C#N)cc1 | / | -2% | / | / | 14% | / | 5 | 1% | -6%
COc1ccccc1N1CCN(C(=O)CNC(=O)c2cn(-c3ccccc3OC)c(=O)c3ccccc23)CC1 | -14 | -18% | 5 | 0.4 | 8% | -0.4 | 7 | 3% | 6%
O=C(COC(=O)c1n[nH]c(=O)c2ccccc12)NCc1ccccc1 | -22 | -7% | 2 | 0.2 | 15% | -0.1 | -2 | -6% | 5%
O=C(Nc1cccc(Cl)c1)c1cc(S(=O)(=O)NCCc2ccc(Cl)cc2)ccc1F | 3 | -21% | 3 | 1.0 | 9% | 1.0 | -8 | 0% | -5%
O=C(CN1C(=O)c2ccccc2C1=O)OCC(=O)c1ccccc1 | / | -20% | -3 | -0.4 | 13%[57.1 µM] | 0.0 | -3 | -3% | 6%[57.1 µM]
CCCCCCCN1C/C=C\C(c2ccc(OC)cc2)N(Cc2ccc(F)cc2)C(=O)[C@H]1Cc1ccccc1 (some centres undefined) | -18 | 8% | -2 | 0.0 | 19%[57.1 µM] | 0.7 | 4 | 11% | 11%[57.1 µM]
N#Cc1ccccc1NC(=O)CSc1cn[nH]n1 | 7 | -6% | 0 | 0.0 | -4% | -1.6 | -2 | 5% | -2%
COc1ccc(NC(=O)C2=CC(c3ccco3)=NS(=O)(=O)N2C)cc1OC | -11 | ? | 21&2 | 0.6 | 1%[57.1 µM] | 0.0&0.0 | -5&-1 | 2%&-5% | 6%[57.1 µM]
CCCCN(CC)C(=O)c1ccc(Cl)c(Cl)c1 | -5 | -4% | -4 | -1.6 | -1% | -1.5 | 0 | 1% | 3%
O=C(NCc1cn(-c2ccccc2)nc1-c1ccccc1)c1cccc([N+](=O)[O-])c1 | -18 | -19% | -6 | -0.4 | / | 0.3 | 3 | -5% | -1%
COc1cc2cc(/C=C/C(=O)c3ccco3)c(Cl)nc2cc1OC | 10 | ? | -1 | 6.9 | -30% | 0.8 | 7 | -1% | 0%
COc1ccc(C(=O)CSc2ccccc2C(=O)O)cc1 | -3 | -13% | 18 | -0.3 | 19% | 0.2 | -3 | 5% | 4%
CCn1nnnc1SCC(=O)N1CCCCC1 | -2 | -5% | 4 | 0.3 | -5%[57.1 µM] | 0.3 | -4 | -11% | -2%[57.1 µM]
CN(C)CCNC(=O)Nc1cccc(Cl)c1Cl | 2 | 6% | 3 | 1.2 | 0% | 0.2 | 15 | 0% | -11%
COc1ccc(Cl)cc1N(C)C(=O)CCc1nc(-c2ccc(C)cc2)no1 | 6 | -12% | -2 | 1.7 | 17%[57.1 µM] | -0.4 | 4 | 3% | -4%

3 entries from above in a different format.
Order of results: D2 antag, USP1 inh, TRHR PAM, D2 ag, TrxR1 inh, TRHR agonist, PI4K2A block, IDH1 R132H inh, TrxR1 substrate
> COc1ccc(O)c(-c2cn[nH]c2-c2cccs2)c1
    3, -13%, -1, -0.2, 9%[57.1 µM], -0.8, 2, 12%, -6%[57.1 µM]
> NS(=O)(=O)c1ccc(CCNc2ncnc3sccc23)cc1
    -15, -7%, 3, 0.7, 3%, 0.5, -5, 4%, -2%
> NCCCNCCCCNCCCN
    /, ?, /, /, 20%[57.1 µM], /, 0&-2, -4%, 11%[57.1 µM]

More entries
SMILES | D2 antag | USP1 inh | TRHR PAM | D2 ag | TrxR1 inh | TRHR agonist | PI4K2A block | IDH1 R132H inh | TrxR1 substrate
Cc1cccc(OC(=O)CN2C(=O)C3C4CCC(C4)C3C2=O)c1C (centres undefined) | -13 | -13% | 13 | 0.8 | 10% | 0.3 | -85* | 0% | 4%
C/C(=N/N1CCN(Cc2cccc3ccccc23)CC1)c1cccnc1 | 12 | -10% | 2 | -0.3 | -3%[57.1 µM] | -0.5 | 5 | -2% | 0%[57.1 µM]
CS(=O)(=O)N(CC(=O)Nc1ccccc1Sc1ccccc1)c1ccc(F)cc1 | -5 | -8% | -1 | 0.3 | -1% | 0.7 | -22 | 11% | -13%
CCOC(=O)C1CCCN(C(=O)c2ccccc2SCCOC)C1 (centres undefined) | 30* | -6% | 2 | 0.2 | 14% | -0.4 | 0 | 6% | 2%
O=C(/C=C/c1cccs1)c1ccco1 | / | -23% | / | / | -7% | / | 1 | 6% | 6%
COC(=O)c1ccc(-c2nc3cc(Cl)c(N)cc3s2)cc1 | 1 | ? | -3 | 1.3 | 2% | 1.5 | -12 | 6% | -4%
Cc1cc(NC(=O)CSc2ncc(C(=O)O)n2-c2ccc(F)cc2)no1 | / | -19% | / | / | 21% | / | 4 | 4% | 4%
Cc1ccc(S(=O)(=O)N2CCN(C(=O)c3ccc(S(=O)(=O)N4CCCC4)cc3)CC2)cc1 | -7 | -4% | -4 | 0.3 | -3% | -0.3 | 0 | -8% | -5%
CC(NC(=O)COC(=O)C12CC3CC(CC(Br)(C3)C1)C2)c1ccccc1 (centres undefined) | / | ? | / | / | 12%[57.1 µM] | / | -1 | 0% | -6%[2.29 µM]
COc1ccc(OC)c(-c2csc(NC(=O)COC(=O)c3ccc(NC(=O)CC#N)cc3)n2)c1 | 8 | -11% | 2 | 0.1 | 10% | 0.6 | 0 | 15% | 1%
CCOC(=O)Cn1c(C)[n+](C)c2cc(Cl)c(Cl)cc21 | 5 | -11% | 2 | 1.3 | 12% | 0.7 | -3 | -3% | -1%
CCC(C(=O)NCc1ccco1)N(Cc1cccs1)C(=O)CNS(=O)(=O)c1ccccc1 (centres undefined) | -10 | -16% | -5 | 0.1 | 3% | -0.4 | 9 | 6% | 2%
Cc1nc2oc(C(=O)c3ccccc3)c(N)c2c2c1COC(C)(C)C2 | -9 | -21% | 10 | -1.7 | 4% | -0.4 | -1 | 4% | 7%
CCc1ccccc1NC(=O)Cn1c(=O)n(-c2ccc(C)cc2)c(=O)c2cc(OC)c(OC)cc21 | / | -22% | 2 | 0.4 | -2% | 1.2 | 3 | 7% | -8%
Brc1ccc(N=NNc2ccccc2)cc1 | -21 | -15% | 3 | 1.0 | -3% | -2.1 | -1 | 1% | -7%
COc1cccc2c1O/C(=N\O)C(C(=O)Nc1cccc(C)c1C)C2 (centres undefined) | 17 | ? | -5 | -2.5 | 13% | -1.5 | 1 | 9% | 7%
Cc1c(C(=O)O)sc2nc(SCC(=O)Nc3ccc(S(=O)(=O)NCCCC(=O)O)cc3)[nH]c(=O)c12 | -7 | -18% | 1 | 0.3 | 13% | 0.7 | -3 | 13% | -2%
COc1ccccc1NS(=O)(=O)c1cc(C(=O)NCc2ccncc2)ccc1C | -3 | 0% | 5 | 0.0 | 6% | -0.5 | 8 | 1% | -2%
COC(=O)CSc1nc(N2CCOCC2)c2c(c1C#N)CCCC2 | -7 | -21% | -7 | -0.7 | 4% | -1.0 | -4 | 23% | -1%
CC1CN(C(=O)COC(=O)c2ccc(Cl)c(N)c2)CC(C)O1 (centres undefined) | -2 | ? | 2 | -0.3 | 11% | 0.2 | -3 | -5% | 16%
